Screens (PubChem)
FXIa inh mix: FXIa protease inhibitors in compound pools, primary screen, biochemical, 10-compound mixtures | AID 680, 2007 | Coagulation factor XI (Homo sapiens), P03951 | 62,000 tested, 0.19% active | inhibition, % at 5 µM | purified FXIa, fluorogenic substrate, pooled mixtures;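 also: each value is inhibition by a whole ten-compound pool holding the compound; 0% = enzyme with no mixture and 100% = wells lacking enzyme; strong numbers were not always called active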
Target sequence (P03951 19-387 limits assumed): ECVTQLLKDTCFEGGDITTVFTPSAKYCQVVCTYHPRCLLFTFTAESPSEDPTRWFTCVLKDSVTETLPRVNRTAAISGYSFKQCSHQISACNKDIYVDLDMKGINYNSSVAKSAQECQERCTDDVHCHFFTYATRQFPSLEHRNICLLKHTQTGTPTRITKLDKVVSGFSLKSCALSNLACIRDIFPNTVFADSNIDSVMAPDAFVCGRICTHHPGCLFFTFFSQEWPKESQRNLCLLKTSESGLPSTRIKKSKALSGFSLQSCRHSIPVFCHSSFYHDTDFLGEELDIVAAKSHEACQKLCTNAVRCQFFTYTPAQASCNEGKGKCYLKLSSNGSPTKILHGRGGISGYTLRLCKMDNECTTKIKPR
Target sequence (P03951 388-625 limits assumed): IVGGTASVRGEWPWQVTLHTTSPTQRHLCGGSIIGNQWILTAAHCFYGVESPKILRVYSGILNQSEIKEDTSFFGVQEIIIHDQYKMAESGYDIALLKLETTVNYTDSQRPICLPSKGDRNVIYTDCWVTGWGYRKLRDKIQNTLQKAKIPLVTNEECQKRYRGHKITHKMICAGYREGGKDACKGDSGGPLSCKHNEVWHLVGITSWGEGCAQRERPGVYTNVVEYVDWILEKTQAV
FXIIa mix inh: human factor XIIa inhibitors, primary screen, biochemical, pooled compound mixtures, fluorogenic substrate; Coagulation factor XII (Homo sapiens), P00748; purified FXIIa; inhibition, % at 5 µM; 62,000 tested, 0.2% active;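 also: 0% = enzyme without compound and 100% = no enzyme blank; some results filed as inactive read as strong as hits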
Hsp90 block: tumor Hsp90 inhibitors, primary screen, cell lysate, fluorescence polarization, NCI-N417 lysate; Heat shock protein HSP 90-alpha (Homo sapiens), P07900; inhibition, % at 30 µM; Cy3B-geldanamycin FP displacement; AID 429, 2006; 64,000 tested, 0.35% active;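 active = inhibition above 50%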;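 also: 0% = tracer plus lysate wells and 100% = tracer alone without lysate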
C1s inh: complement C1s protease inhibitors, primary screen, biochemical, 10-compound mixtures; Complement C1s subcomponent (Homo sapiens), P09871; purified C1s, fluorogenic AMC substrate, pooled mixtures; mean inhibition % of two 10-compound mixtures (hits give high values), % at 5 µM (by protocol); 62,000 tested, 0.16% active;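 active = inhibition above 20% in each of the two 10-compound mixture wells holding the compound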;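 also: 0% = enzyme wells lacking compound mixture and 100% = no-enzyme blank wells; some compounds called inactive have numbers as strong as hits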
Cdc25B block: inhibitors of Cdc25B phosphatase catalytic domain, primary screen, biochemical, OMFP fluorescence | M-phase inducer phosphatase 2 (Homo sapiens), P30305 | recombinant Cdc25B, OMFP fluorescence Ex485/Em525 | inhibition, %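 (compounds tested at 10 µM final in the well)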 | 65,000 tested, 0.1% active; in the data active = inhibition above about 50%
CatL inh: inhibitors of human cathepsin L, biochemical; purified cathepsin L, fluorogenic substrate, fluorescence; inhibition, %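 (tested at 10 µM)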; 58,000 tested, 0.17% active; AID 460, 2006; in the data active = inhibition above about 45%;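 also: 0% = enzyme with no compound and 100% = no enzyme blank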
DUSP1 inh: MKP-1 phosphatase inhibitors, primary screen, biochemical, in vitro; recombinant MKP-1, OMFP hydrolysis fluorescence; inhibition, %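 (compounds tested at a single concentration somewhere between 10 and 100 µM)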; 65,000 tested, 0.15% active;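 active = inhibition above about 50%, limit read from the data; inconclusive = inhibition over screen mean plus 3 SD, below that limit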;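 also: 0% = DMSO max control wells and 100% = wells with enzyme stopped by NaOH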
Cathepsin G inh: human cathepsin G inhibitors, primary screen, biochemical, pooled compound mixtures, AMC fluorescence. P08311. purified enzyme, AMC-tetrapeptide fluorescence. inhibition, % at 5 µM (by protocol). 62,000 tested, 0.2% active;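 active = inhibition above 20% in each of the two mixture wells holding the compound; inactive = inhibition of 20% or less in either well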;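 also: 0% = enzyme control without mixture and 100% = blank lacking enzyme; strong numbers were not always called active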
HTR1A agonist: human 5-HT1a receptor agonists, primary screen, cell-based, CHO, Ga15 NFAT-bla reporter | 5-hydroxytryptamine receptor 1A (Homo sapiens), P08908 | CHO 5-HT1a Ga15 NFAT-bla reporter, FRET ratio; 0% basal, 100% maximal reference agonist | activation, % at 10 µM | 65,000 tested, 0.56% active | AID 567, 2006;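 active = activation above the screen-wide mean activation plus 3 SD, cut at about 19% in these data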;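 also: 0% = DMSO wells and 100% = 5-CT at EC100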
Target sequence (P08908 whole entry, looked up): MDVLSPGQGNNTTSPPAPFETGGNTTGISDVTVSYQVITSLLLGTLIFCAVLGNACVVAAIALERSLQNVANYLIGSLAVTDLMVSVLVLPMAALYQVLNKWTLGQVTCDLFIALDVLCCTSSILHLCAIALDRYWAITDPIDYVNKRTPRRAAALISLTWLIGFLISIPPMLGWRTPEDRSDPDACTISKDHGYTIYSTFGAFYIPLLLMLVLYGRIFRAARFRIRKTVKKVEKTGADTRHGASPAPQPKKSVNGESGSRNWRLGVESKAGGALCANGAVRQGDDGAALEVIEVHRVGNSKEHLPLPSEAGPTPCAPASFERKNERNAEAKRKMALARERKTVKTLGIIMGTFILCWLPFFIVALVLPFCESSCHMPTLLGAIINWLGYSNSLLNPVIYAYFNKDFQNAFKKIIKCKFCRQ
The depositor's hits bear a star; ? = inconclusive; . = no result given. Rule as the data show it, unless noted: active = inhibition above about 20% (passing the limit was not always enough); inactive = the rest. Outcome played no part in choosing rows; overall some 1.6% were active at least once.

The line under a structure holds: FXIa inh mix	FXIIa mix inh	Hsp90 block	C1s inh	Cdc25B block	CatL inh	DUSP1 inh	Cathepsin G inh	HTR1A agonist
- CN(C)c1ccc(S(=O)(=O)c2ccc(Cl)cc2)cc1
→ -9	1	-3	2	-5	19	3	11	0.7
- COc1ccc(C(=O)Nc2oc(-c3ccccc3)c(-c3ccccc3)c2C#N)cc1OC
→ .	.	-2	.	-7	.	33	.	2.1
- CCCOc1ccc(-c2nc(C#N)c(N3CCN(CC)CC3)o2)cc1
→ 4	5	2	-9	-1	-9	5	1	0.6
- Cc1ccc(S(=O)(=O)N2CCOCC2)cc1C(=O)OCC(=O)N1CCc2ccccc2C1
→ 8	1	-3	13	-7	10	9	12	3.4
- CCCOc1cccc(C2/C(=C(/O)c3ccncc3)C(=O)C(=O)N2CCCN(C)C)c1 (configuration not stated)
→ 3	12	-1	-28	3	7	-13	5	-1.6
- CCC(=O)N1CCc2cc(S(=O)(=O)CCC(=O)Nc3c(C)n(C)n(-c4ccccc4)c3=O)ccc21
→ 1	-3	0	1	-9	-3	-5	-1	-3.8
- Cc1cc(C)nc(N(C#N)S(=O)(=O)c2ccccc2Cl)n1
→ .	.	-4	.	-8	-6	-27	.	2.3
- CC(=O)Nc1ccccc1C(=O)N1CC(C)OC(C)C1 (configuration not stated)
→ -3	-15	-2	-32	11	11	24	-16	-0.9
- CCN=C1Cn2c(nc3scc(-c4ccccc4)c3c2=O)CN1CC
→ -1	-1	-3	-10	-4	13	20	-5	-0.8
- CC(=N)C1=C(O)CC(C)(C)CC1=O
→ 4	-16	-5	8	5	.	11	8	-2.0
- C/C=C/Cn1c(N2CCCCCC2)nc2c1c(=O)[nH]c(=O)n2C
→ .	.	-3	.	-7	.	11	.	0.4
- O=C1CC(N2CCN(S(=O)(=O)c3ccc(Cl)cc3)CC2)C(=O)N1CCc1ccccc1 (configuration not stated)
→ 3	-12	-2	-85	-9	-3	33	-8	-3.9
- CC(=O)NC1(C2CCCCC2=O)CCCCC1 (configuration not stated)
→ 8	6	2	-13	2	3	6	-2	1.0
- CC(=O)NC(Cc1c[nH]c2ccccc12)C(=O)Nc1ccc2c(c1)OCO2 (configuration not stated)
→ 4	9	14	8	-10	5	7	11	-4.0
- COc1ccc(NC(=O)Nc2nccs2)cc1
→ -4	-16	-2	-4	-4	-7	3	7	-0.2
- Cc1ccc2c(c1)C(c1ccc(F)cc1)N(C(=O)C1CC1)CC(=O)N2 (configuration not stated)
→ -27	7	1	-194	7	1	8	-18	-1.9
- COc1cc(C2C(C(=O)c3ccco3)=C(O)C(=O)N2Cc2cccnc2)cc(OC)c1OC (configuration not stated)
→ 13	2	-1	2	-11	2	10	23	-4.3
- Clc1ccc(OCc2nc(-c3ccccn3)no2)c(Br)c1
→ -3	0	-3	-1	-10	13	-3	2	-0.8
- Cc1c(NC(=O)c2ccco2)cccc1-c1nc2cccnc2s1
→ -7	0	-3	-15	-22	.	5	2	3.7
- CCN(CC)CCOc1ncnc2c1oc1ccccc12
→ -3	3	1	-19	7	7	-14	-10	0.1
- Cc1nc(C)c(C(=O)Nc2cccc(C)c2C)o1
→ 2	14	-9	22*	-8	11	11	11	-1.3
- CCOc1ccc(NC(=O)CSc2nnc(Cn3c(=O)sc4ccccc43)n2C)cc1
→ 8	-4	1	11	-3	7	7	6	0.3
- O=C(Nc1nccs1)NC1CCCCC1
→ 7	7	-2	-7	3	10	5	-2	-2.1
- O=C1CCCCCN1Cc1nnc(SCc2nc3ccccc3s2)n1-c1ccccn1
→ 2	2	.	-20	-11	14	6	-3	2.4
- CCC(COC(=O)Nc1cccc(C)c1C)NC(=O)OCC(C)C (configuration not stated)
→ 22	-1	1	14	-7	3	2	37	0.0
- Cc1ccc(C(=O)C2=C(O)C(=O)N(CCN(C)C)C2c2ccccn2)o1 (configuration not stated)
→ 10	-2	-1	8	-6	.	9	10	-2.6
- O=C(c1ccc(Cn2c(=O)[nH]c3ccccc3c2=O)cc1)N1CCN(c2ccc(F)cc2)CC1
→ 3	-17	0	4	-5	23	?	7	4.4
- O=C(O)C(CC(=O)N1CCOCC1)NCc1ccccc1 (configuration not stated)
→ 2	10	2	8	5	-6	-13	12	-1.3
- OC(CN1CCOCC1)C12CC3CC(CC(C3)C1)C2 (configuration not stated)
→ 2	-6	1	5	3	-1	-1	4	-0.3
- Cc1nn(-c2ccccc2)c2sc(C(=O)N3CCOCC3)cc12
→ 3	3	-2	-13	4	5	1	-2	0.6
- Cn1c(-c2ccc(F)cc2)cnc1SCC(=O)Nc1ccccc1N1CCOCC1
→ -3	-13	-4	1	-8	1	21	0	-0.9
- Cc1ccc(C)c(OCC(=O)Nc2ccc3c(c2)OCO3)c1C
→ 8	5	1	0	-3	1	-2	3	-0.2
- COC(=O)Nc1nc2c(C)cccc2s1
→ 8	9	-1	1	1	0	4	-1	-0.3
- COCCn1nnnc1C(C(C)C)N(Cc1ccccc1)Cc1cc2cc(OC)ccc2[nH]c1=O (configuration not stated)
→ 6	-1	-1	11	2	6	41	12	2.5
- COc1ccc(OC)c(NC(=O)CSc2nc3c(c(=O)n(C)c(=O)n3C)n2C)c1
→ 0	5	-2	-4	-12	9	15	7	-0.6
- CCn1nnnc1NCc1cccn1C
→ 9	18	-6	-1	-1	3	-3	2	-2.9
- Cc1ccc(SCc2nnc(N)s2)cc1
→ .	.	-5	.	-14	14	-14	.	-2.3
- O=C(NCC1CCCO1)c1ccc(CS(=O)(=O)Cc2ccc(F)cc2)o1 (configuration not stated)
→ -3	7	3	-27	10	4	2	-10	-2.7
- CCN1CCN(C(c2ccc(OC)c(OC)c2)c2nnnn2C(C)(C)C)CC1 (configuration not stated)
→ 6	3	-1	2	-7	3	-3	-6	0.3
- CCCCSc1nc(N)c(NC(=O)c2ccco2)c(=O)[nH]1
→ 3	5	-3	-9	-1	.	0	-4	1.0
- CC1CCCCC1NC(=O)Cn1c(CN2CCCCC2)nc2ccccc2c1=O (configuration not stated)
→ 6	6	-10	13	1	9	-23	9	-4.7
- CCc1c(C)sc(NC(=O)c2ccco2)c1C(=O)N1CCOCC1
→ 0	3	-6	-30	-10	-5	18	-11	-0.5
- C=CCn1c(SCC(=O)Nc2nnc(CC)s2)nnc1-c1ccco1
→ 9	1	-3	-26	3	-8	-18	1	-0.8
- CCOc1cc(CN2CCN(c3ccc(C(C)=O)cc3)CC2)ccc1OC
→ 2	1	0	-13	-8	4	5	5	-0.8
- COc1ccc(Nc2cc(C)nc3ccccc23)cc1
→ 5	6	-5	-198	-20	0	-21	0	3.2
- CCOc1ccccc1OCC(=O)Nc1ccc(S(=O)(=O)N(C)C)cc1
→ -1	3	2	13	1	5	1	10	-2.1
- CCOC(=O)Nc1ccc2c(c1)N(C(=O)N(CC)CC)c1ccccc1CC2
→ -10	1	.	6	-8	15	8	-15	.
- COc1ccc2oc(C(=O)c3ccccc3)c(NC(=O)CN3CCN(C)CC3)c2c1
→ 6	0	-4	2	-8	1	31	-3	4.5
- O=c1c(C=NCCCn2ccnc2)c(-c2ccccc2)[nH]n1-c1nc2ccccc2s1
→ .	.	-16	.	8	34	14	.	2.5
- CCNc1nc(NCC)nc(N(C)n2cnnc2)n1
→ -3	14	0	-32	-15	24	17	-14	-3.3
- Clc1ccc(-c2nc(-c3ccccn3)no2)cc1Cl
→ 4	1	0	4	-9	-2	3	8	-0.6
- CC(=O)NC(Cc1ccccc1)C(=O)NC1CCN(C(=O)c2cnccn2)CC1 (configuration not stated)
→ 5	4	0	15	-16	24	-9	11	-3.1
- Fc1cccc(Nc2cc(-n3cccn3)ncn2)c1
→ 6	1	-1	10	-4	13	-14	10	-0.9
- O=C(Nc1ccccc1)c1ccccc1O
→ 3	9	1	-46	-11	-10	6	-8	-2.9
- CC(C)c1ccc(NC(=O)C2CCCN(S(=O)(=O)c3cnc[nH]3)C2)cc1 (configuration not stated)
→ 3	-4	-4	-4	1	.	14	3	-4.7
- CCOc1ccc2ccccc2c1C(=O)Nc1cc(=O)n(C)c(=O)n1C
→ 7	0	-3	14	-6	-2	14	10	-3.1
- COCCCNC(=O)CSc1nc2ccc(N3CCOCC3)cc2c(=O)n1CCc1ccccc1
→ -7	1	-1	-11	0	-4	25	16	0.8
- O=C(O)Cn1c(C(F)(F)F)nc2ccccc21
→ -8	9	4	-41	-6	.	7	-1	-0.7
- Cc1ccc(CC(=O)Nc2cccc(C)n2)cc1
→ 9	1	-7	-6	-6	1	5	-4	-1.6
- CCC(C)N1CC(C(=O)NC2CCCCC2)CC1=O (configuration not stated)
→ -5	-2	0	-63	10	14	-4	1	-0.5

Entries of single compounds from above. Order of values: FXIa inh mix | FXIIa mix inh | Hsp90 block | C1s inh | Cdc25B block | CatL inh | DUSP1 inh | Cathepsin G inh | HTR1A agonist
CCCOc1cccc(C2/C(=C(/O)c3ccncc3)C(=O)C(=O)N2CCCN(C)C)c1 (configuration not stated) reads 3 | 12 | -1 | -28 | 3 | 7 | -13 | 5 | -1.6
Cc1ccc(C)c(OCC(=O)Nc2ccc3c(c2)OCO3)c1C reads 8 | 5 | 1 | 0 | -3 | 1 | -2 | 3 | -0.2

(continued)
The line under a structure holds: FXIa inh mix	FXIIa mix inh	Hsp90 block	C1s inh	Cdc25B block	CatL inh	DUSP1 inh	Cathepsin G inh	HTR1A agonist
- CCOC(=O)C1CCN(C(c2cccc(OC)c2)c2sc3nc(C)nn3c2O)CC1 (configuration not stated)
→ -7	1	1	-150	-6	9	19	-12	0.0
- CCOc1ccccc1N1Cc2cc(C)c(C)cc2C1
→ 7	-2	-16	5	-48	-9	1	6	-1.1
- Cc1ccc(S(=O)(=O)N2Cc3ccccc3CC2C(=O)Nc2cc(C)on2)cc1 (configuration not stated)
→ 1	0	-4	-18	11	9	-13	-12	-2.2
- Cc1cc(NC(=O)CSc2c3c(nc4ccccc24)CCC3)no1
→ 7	-1	-4	2	-6	11	4	-1	0.4
- NS(=O)(=O)c1ccc(CCNC(=O)COC(=O)C2CCCN2C(=O)c2cccs2)cc1 (configuration not stated)
→ 11	5	-2	5	-11	.	30	0	-1.0
- c1ccc2c(c1)OCC(c1nnc3sc(-c4ccc5c(c4)OCO5)nn13)O2 (configuration not stated)
→ 5	-13	-5	5	3	1	18	8	-2.1
- COc1ccc(-c2cc(C(F)F)n3ncc(C(=O)N4CCN5CCCC5C4)c3n2)cc1 (configuration not stated)
→ 0	-2	-2	1	-13	-11	6	9	3.1
- Cc1cccn2c(=O)c3cc(C(=O)NCc4ccco4)c(=N)n(CCc4ccccc4)c3nc12
→ -14	3	-2	-86	8	-54	12	-12	5.7
- Cc1nc(CNS(=O)(=O)c2ccc3c(c2)OCCO3)cs1
→ 0	1	-1	-18	-4	-1	3	-4	-2.6
- COc1ccc(Cl)cc1NC(=O)Cn1c(=O)n2nc(C)nc2c2ccccc21
→ 7	2	-4	26	-11	-6	12	34	2.9
- Cn1c(=O)oc2cc(S(=O)(=O)NCCN3CCN(c4ccccc4F)CC3)ccc21
→ 3	-16	-3	4	2	.	-5	2	-2.1
- O=C(NC1(C(F)(F)F)NC(=O)N(CC2CCCCC2)C1=O)c1ccco1 (configuration not stated)
→ -11	5	-4	-19	8	-10	-4	-4	-1.0
- O=C(COC(=O)CCCN1C(=O)c2ccccc2C1=O)Nc1ncc(Cl)cc1Cl
→ 1	-18	-9	-6	0	0	9	-7	-1.5
- CCOC(=O)C1=C(C)NC2=C(C(=O)C(C(=O)OCC)C(c3ccco3)C2)C1c1ccccn1 (configuration not stated)
→ 4	-16	-2	-5	-4	-9	17	8	0.2
